Cneo AK release: causes C. neoformans cell lysis. 360,000 compounds, 0.2% hits. lysis activity, % at 15 µM. adenylate kinase release luminescence, 4 h; normalised: neutral wells 0, clomiphene wells 100;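 active means mean lysis activity across replicates of at least 80%, whatever share of replicates individually reach that level; inactive means mean lysis activity below 80%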
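Assay system: C. neoformans cells. Amount: yeast cell density of 5 × 10^6 cells/mL. Technique: AK luminescence. Buffer or medium: YPD. Times: static 4 h at 37 °C with compound, 1 h detection. Dosing: single-point compound dose. Read-out: lysis from increased AK signal.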
PglD DTNB: PglD (C. jejuni) enzyme inhibition; inhibition, % at 12.5 µM; AID 602405; purified PglD enzyme, DTNB colorimetric CoA detection; 360,000 compounds, 0.098% hits; in the data active means inhibition above about 16%, passing the limit was not always enough; inconclusive means no clear call, values can overlap the other calls; further: strong numbers were not always called active
PGC1a acetyl inh: lowers PGC1a acetylation signal in U2OS cells | AlphaScreen anti-acetyl-lysine; with virally co-expressed GCN5 acetyltransferase | inhibition, % at 15.6 µM | 350,000 compounds, 0.17% hits | AID 651687;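 active means every replicate shows inhibition of at least 40%; inconclusive means mean inhibition at least 40% but some replicate below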;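 further: 0% = neutral control wells and 100% = positive control wells; some results beyond the cut were filed as inactive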
Statin myotox sup: protects C2C12 myotubes from simvastatin toxicity | rescue of ATP level, % at 7.49 µM | ATP luminescence, 48 h; scaled: DMSO 0, geranylgeraniol control 100 | 330,000 compounds, 0.78% hits | AID 602340;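 active means mean ATP rescue above about 67%, or every replicate alone reaching that limit, limit read from the data, passing the limit was not always enough; inconclusive means no clear call, values can overlap the other calls; inactive means mean under the limit and some replicate under it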;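 further: myotubes were challenged with 10 µM simvastatin during compound exposure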
miR122 inh: miR-122 inhibition in Huh7 cells. Huh7 miR-122 Renilla luciferase sensor, 48 h; neutral wells = 0, positive control = 100. activation (reporter increase), % at 12.5 µM. 340,000 compounds, 0.3% hits. AID 602342;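 active means mean replicate activation score at least 90 and every replicate individually at or above 90; inconclusive means only one of the two criteria met; inactive means neither criterion met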;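 further: higher luciferase means less miR-122 activity so hits act as miR-122 inhibitors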
F508del corr: correctors of CFTR F508del function in bronchial epithelial cells; CFBE cells, YFP halide quenching; stimulated with forskolin plus potentiator P3; % fluorescence drop versus neutral controls; activity (quench increase), % at 7.58 µM; 350,000 compounds, 0.36% hits; AID 720511;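 active means mean added fluorescence quench of at least 8% versus neutral control, with both replicates also reaching 8%; inconclusive means only one of the mean or replicate conditions met; inactive means mean below 8% and not both replicates reaching 8%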;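 further: cells transiently co-express mutant CFTR-F508del with the halide-sensitive YFP; corrector assay measuring rescue of mutant channel to the surface after 24 h compound exposure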
GSIS activator: GLuc luminescence reporter in INS-1E cells, primary screen for activators of glucose-dependent secretion of insulin | INS-1E GLuc reporter insulin secretion, 2-3 h | activation, % at 16.6 µM | 370,000 compounds, 0.61% hits;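 active means lowest replicate activation of at least 40%, so every replicate reaches that level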;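 further: 0% = median of neutral control wells and 100% = median of IBMX positive control wells; some compounds called inactive have numbers as strong as hits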
FN deposit inh: fibronectin deposition inhibition; AH1F fibroblasts, Alexa488-fibronectin deposition fluorescence, overnight; inhibition, % at 12.6 µM; 350,000 compounds, 0.086% hits; AID 743247;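 active means mean inhibition across replicates of 30% or more, regardless of how many single replicates reach that level; inconclusive means mean under 30% yet at least half of replicates reach 30%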;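 further: positive control wells lacked labelled fibronectin entirely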
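test system = AH1F fibroblasts assembling fluorescent fibronectin matrix | quantity = 10000 AH1F cells per well | buffer or medium = DMEM plus 2% serum, read in PBS | doses = single dose, pinned | incubation = 1 h cell attachment, overnight exposure to compound and label | detection = fluorescence at 485 nm excitation, 525 nm emission | read-out basis = inhibition from reduced deposited-fibronectin fluorescence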
* = called active by the depositor; ? = inconclusive; / = not tested or not shown; [ ] = dose if it differs, or a comment. Not a hit list. Share with any hit: about 2.1%.

(1) CCc1ccc(C(=O)NNc2ccc(Cl)cc2)cc1
(2) O=C(Nc1cccc(C(F)(F)F)c1)NC1CCCCC1
(3) O=C(Nc1cccc(Cl)c1)N[C@@H]1CC[C@@H](CCNC(=O)C2CCCCC2)O[C@H]1CO
(4) CC(C)OC(=O)CSc1nnc(-c2ccccn2)n1C
(5) C[C@@H]1CN([C@@H](C)CO)C(=O)c2cc(NS(=O)(=O)c3ccc(Cl)cc3)ccc2O[C@H]1CN(C)Cc1ccc(C(=O)O)cc1
(6) OCC[C@H]1C[C@@H](O)[C@H](O)[C@@]2(Cc3ccccc3CCO2)O1

screen / no.	1	2	3	4	5	6
Cneo AK release	/	-4	1	3	-1	0
PglD DTNB	/	2	-1	-7	5	-1
PGC1a acetyl inh	0	-16	-3	0	0	/
Statin myotox sup	7	-54	2	3	27	-4
miR122 inh	-3	77	/	-2	0[16.7 µM]	/
F508del corr	0.0	/	1.4	/	-1.3	1.4
GSIS activator	/	/	-9	/	6	3
FN deposit inh	0	/	5	3	1	9

(7) CC(C)(C)N=C1NN=C(c2cc3ccccc3o2)CS1
(8) CCC(=O)Nc1ccc2c(c1)OC[C@@H](C)N(C(=O)C1CC1)C[C@H](C)[C@@H](OC)CN(C)C2=O
(9) CC(=O)NC(NC(=S)Nc1cccc(Br)c1)C(Cl)(Cl)Cl (stereo unspecified)
(10) N#Cc1ccc(-c2nc3ccc(Cl)cn3c2Cc2ccsc2)cc1
(11) CC(=O)c1nn(-c2ccccc2)cc1C(=O)c1ccc(C)cc1
(12) COCOCCn1cc(CN2CCS(=O)(=O)N(Cc3ccc(-c4ccc(OC)nc4)cc3)C(C)C2=O)nn1 (stereo unspecified)

screen / no.	7	8	9	10	11	12
Cneo AK release	-5	3	14	-1	0	-1
PglD DTNB	-3	-2	2	0	-3	1
PGC1a acetyl inh	2	-5	-7	-8	0	2
Statin myotox sup	4	-8	-19	-4	/	-2
miR122 inh	-2	4[16.7 µM]	6	6	-1	-1
F508del corr	/	1.7	0.2	1.3	2.6	1.8
GSIS activator	-18	4	-41	-1	/	12
FN deposit inh	-13	1	-14	-6	-2	1

(13) O=C(NN1C(=O)NC2(CCCCC2)C1=O)c1cc2ccccc2o1
(14) Cc1cccc(Nc2nnc(SC3CCOC3=O)s2)c1C (stereo unspecified)
(15) COc1ccc(S(=O)(=O)N(C)C[C@H]2Oc3cc(-c4cccc(F)c4)ccc3S(=O)(=O)N([C@H](C)CO)C[C@H]2C)cc1
(16) COc1ccc(CCCc2n[nH]c(=S)o2)c(C)c1
(17) COCC(=O)N1[C@@H](C#N)[C@@H](c2ccccc2C2=CCCCC2)[C@@H]1CO
(18) CCOc1ccc(N(CC(=O)NC2CCCCC2)C(=O)CCCC(=O)Nc2ccccn2)cc1

screen / no.	13	14	15	16	17	18
Cneo AK release	1	/	1	/	/	-1
PglD DTNB	-4	/	3	/	/	-4
PGC1a acetyl inh	/	-6	5	3	-4	5
Statin myotox sup	5	/	-27	6	/	2
miR122 inh	/	/	-7[16.7 µM]	0	/	5
F508del corr	-1.7	-2.9	-1.3	/	2.2	-0.6
GSIS activator	3	-2	-25	21	6	-20
FN deposit inh	-2	8	/	4	-3	-3

(19) COCC#Cc1cnc2c(c1)C(=O)N([C@H](C)CO)C[C@@H](C)[C@H](CN(C)C(C)=O)O2
(20) COc1ccc(Nc2cc(=O)n(C3CCCCC3)c(=O)[nH]2)c(OC)c1
(21) c1ccc(Cc2nc3ccccc3[nH]2)cc1
(22) CCCCCC(=O)Nc1cc(S(=O)(=O)N2CCOCC2)ccc1N1CCCC1
(23) COc1ccc(NC(=O)C(C)N2C(=O)C3CC=C(Cl)CC3C2=O)cc1 (stereo unspecified)
(24) Nc1nnnn1/N=C/c1cccc(OCc2ccccc2Cl)c1

screen / no.	19	20	21	22	23	24
Cneo AK release	-3	-1	-4	-2	0	-1
PglD DTNB	0	0	-1	-1	4	6
PGC1a acetyl inh	-4	1	-6	1	2	/
Statin myotox sup	0	10	-1	/	/	-23
miR122 inh	0[16.7 µM]	-3	-3	/	/	-3
F508del corr	-2.3	/	-2.0	-0.2	1.2	/
GSIS activator	25	-8	4	-2	-3	/
FN deposit inh	-28	/	-3	5	-6	0

(25) C[C@@H]1CN([C@@H](C)CO)C(=O)c2cc(NC(=O)Cc3cn(C)c4ccccc34)ccc2O[C@@H]1CN(C)S(=O)(=O)c1ccc(F)cc1
(26) O=S(=O)(Nc1ccc2ccccc2c1)c1ccccc1
(27) Nc1ccc2ncccc2c1N
(28) O=C(c1ccccc1)C(CCc1ccccn1)CCc1ccccn1
(29) CCC(=O)Nc1ccc2c(c1)OC[C@@H](C)N(C(=O)CC)C[C@@H](C)[C@H](OC)CN(C)C2=O
(30) Cc1ccc(CSc2nnc(-c3ccccn3)n2Cc2cccs2)cc1

screen / no.	25	26	27	28	29	30
Cneo AK release	-7	/	/	-1	/	-1
PglD DTNB	0	/	2	5	/	1
PGC1a acetyl inh	-16	/	-5	/	3	-30
Statin myotox sup	/	13	/	-6	4	18
miR122 inh	14[16.7 µM]	170*	1	-1	6[16.7 µM]	10
F508del corr	2.1	/	/	-1.2	-2.4	2.3
GSIS activator	-38	-23	3	4	12	-21
FN deposit inh	/	-6	-12	-16	-4	13

(31) C[C@@H]1CN([C@H](C)CO)C(=O)CCCn2cc(nn2)CO[C@@H]1CN(C)S(=O)(=O)c1cn(C)cn1
(32) Cc1ccc(-c2nc(CS(=O)(=O)CC(=O)N3CC(C)CC(C)C3)c(C)o2)cc1 (stereo unspecified)
(33) C[C@H](CO)N1C[C@H](C)[C@@H](CN(C)Cc2cccc(C(=O)O)c2)Oc2ncc(C#CC(C)(C)O)cc2C1=O
(34) CCSc1ccccc1C(=O)NCc1ccc2c(c1)OCO2
(35) COC(=O)c1ccc(C2=NOC(C)(c3nnc(-c4cccc(Cl)c4)o3)C2)cc1 (stereo unspecified)
(36) CNc1nc(-c2ccc(OC)cc2)c(-c2ccc(OC)cc2)s1

screen / no.	31	32	33	34	35	36
Cneo AK release	0	0	1	-1	-1	0
PglD DTNB	-4	2	1	-3	1	0
PGC1a acetyl inh	9	18	9	/	19	5
Statin myotox sup	-3	12	-5	9	0	/
miR122 inh	2[16.7 µM]	-15	-12[16.7 µM]	-6	0	-1
F508del corr	-2.0	0.9	-2.5	/	0.3	-0.6
GSIS activator	3	/	11	/	-16	18
FN deposit inh	-11	-7	-4	8	3	-15

(37) CC(C)OCCCn1c(=N)c(C(N)=S)cc2c(=O)n3ccccc3nc21
(38) CCOc1ccccc1CNC(=O)c1ccc(NC(=O)C2=CSCCO2)cc1
(39) CCOC(=O)N1CCC(NC(=O)c2ccc3c(Cl)c4c(nc3c2)CCCC4)CC1
(40) COC(=O)C(Cc1cccc(C)n1)(c1ccccc1)c1ccccc1
(41) NC(=S)NN=C1c2cc(S(=O)(=O)N3CCOCC3)ccc2-c2ccc(S(=O)(=O)N3CCOCC3)cc21
(42) COC(=O)[C@]1(CC(C)C)N[C@H](c2ccc(-c3ccc(F)cc3)cc2)[C@@H]2C(=O)N(C)C(=O)[C@@H]21

screen / no.	37	38	39	40	41	42
Cneo AK release	5	0	3	-3	1	-6
PglD DTNB	-3	2	1	-4	4	1
PGC1a acetyl inh	3	5	9	-5	5	0
Statin myotox sup	-1	-2	-22	-15	9	11
miR122 inh	-7	4	-5	-4	6	-1
F508del corr	/	-1.1	0.4	-0.6	/	4.2
GSIS activator	/	-15	/	-23	-21	-12
FN deposit inh	-13	-2	18	-1	-5	-8

(43) Cn1ccs/c1=N\C(=O)Nc1ccccc1
(44) Cc1ccc(-c2c(C(=O)N/N=C/c3sccc3C)nnn2-c2nonc2N)cc1
(45) C[C@@H]1CN([C@@H](C)CO)C(=O)c2cc(NC(=O)CCC(F)(F)F)ccc2O[C@@H](C)CCCCO[C@@H]1CN(C)Cc1ccc(C(F)(F)F)cc1
(46) COc1ccc(CNc2cc(C)ccc2C)c(OC)c1OC
(47) CN1CC(=O)N(C)c2nc(Br)n(C)c2C1=O
(48) COc1ccc(OC)c(S(=O)(=O)NCCC(C)C)c1

screen / no.	43	44	45	46	47	48
Cneo AK release	-6	1	11	-2	3	5
PglD DTNB	2	0	19	3	/	-2
PGC1a acetyl inh	-3	4	6	/	2	-4
Statin myotox sup	-5	-33	?	37	-8	-2
miR122 inh	-2	5	6[16.7 µM]	-13	0	1
F508del corr	-1.8	1.6	2.9	/	2.8	-2.1
GSIS activator	-3	10	-27	/	-6	4
FN deposit inh	-4	9	/	/	/	1

3 compounds picked at random from those above, as already listed:
(47) CN1CC(=O)N(C)c2nc(Br)n(C)c2C1=O
(43) Cn1ccs/c1=N\C(=O)Nc1ccccc1
(45) C[C@@H]1CN([C@@H](C)CO)C(=O)c2cc(NC(=O)CCC(F)(F)F)ccc2O[C@@H](C)CCCCO[C@@H]1CN(C)Cc1ccc(C(F)(F)F)cc1

screen / no.	47	43	45
Cneo AK release	3	-6	11
PglD DTNB	/	2	19
PGC1a acetyl inh	2	-3	6
Statin myotox sup	-8	-5	?
miR122 inh	0	-2	6[16.7 µM]
F508del corr	2.8	-1.8	2.9
GSIS activator	-6	-3	-27
FN deposit inh	/	-4	/

(further entries)
(49) CC(=O)NC(Cc1ccccc1F)C(=O)NC1CCN(S(=O)(=O)c2ccccc2)CC1 (stereo unspecified)
(50) C#CCOCCOCCOCCNc1nc(N2CCN(C(=O)C([C@@H](C)O)n3cc([C@@H](N)CCCCN)nn3)CC2)nc(N2CCN(C(=O)[C@H](CCCCN)n3cc([C@@H](N)[C@H](C)CC)nn3)CC2)n1 (stereo partly specified)
(51) COCCCN(Cc1cc(OC)c(OC)c(OC)c1)C(=S)Nc1cccc(SC)c1
(52) Cc1ccc(N(C(=O)Cc2c[nH]c3ccccc23)C(C(=O)NC2CCCCC2)c2ccco2)cc1 (stereo unspecified)
(53) CC(=O)NC(Cc1ccc(F)cc1)C(=O)NC1CCN(c2ncccc2[N+](=O)[O-])CC1 (stereo unspecified)
(54) CCOC(=O)Cn1c(=O)oc2cc(S(=O)(=O)NC3CCCc4ccccc43)ccc21 (stereo unspecified)

screen / no.	49	50	51	52	53	54
Cneo AK release	-1	-1	0	-1	/	5
PglD DTNB	-1	5	1	/	/	/
PGC1a acetyl inh	7	0	15	13	-2	2
Statin myotox sup	-6	-2	-7	2	/	-9
miR122 inh	-4	1	/	-6	/	-6
F508del corr	-0.4	3.5	2.8	/	-1.1	-0.9
GSIS activator	-13	10	/	/	-2	-27
FN deposit inh	9	2	5	-4	4	-1

(55) COc1ccc(NC(=O)Nc2ccc3c(c2)C(=O)N([C@@H](C)CO)C[C@@H](C)[C@@H](CN(C)C(=O)Nc2ccccc2)OCCCC[C@H](C)O3)cc1
(56) Cc1c(C(=O)/C=C/c2ccccc2F)c2cc(O)ccc2n1C
(57) O=S(=O)(c1ccccc1)N1CCN(C2CCCCCCC2)CC1
(58) O=S(=O)(c1ccccc1)N1CCCCN2[C@@H](CO)[C@@H](c3ccc(C#Cc4ccccc4)cc3)[C@@H]2C1

screen / no.	55	56	57	58
Cneo AK release	2	-2	-1	1
PglD DTNB	1	4	-6	-7
PGC1a acetyl inh	-2	/	7	-15
Statin myotox sup	-7	6	12	/
miR122 inh	17[16.7 µM]	-5	1	-23[16.7 µM]
F508del corr	3.6	-3.0	/	-1.2
GSIS activator	8	10	/	-16
FN deposit inh	9	1	/	/
